# Screening data: PubChem, several laboratories
# HTRA1 inh: HTRA1 (human) protease inhibition; recombinant HTRA1, FP-rhodamine activity-based probe, fluorescence polarization; inhibition, % at 5.96 µM; 340,000 tested, 0.5% active; in the data active = inhibition above about 36%;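 note: 0% = enzyme with DMSO and 100% = wells lacking enzyme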
# Target sequence (Q92743 whole entry, looked up): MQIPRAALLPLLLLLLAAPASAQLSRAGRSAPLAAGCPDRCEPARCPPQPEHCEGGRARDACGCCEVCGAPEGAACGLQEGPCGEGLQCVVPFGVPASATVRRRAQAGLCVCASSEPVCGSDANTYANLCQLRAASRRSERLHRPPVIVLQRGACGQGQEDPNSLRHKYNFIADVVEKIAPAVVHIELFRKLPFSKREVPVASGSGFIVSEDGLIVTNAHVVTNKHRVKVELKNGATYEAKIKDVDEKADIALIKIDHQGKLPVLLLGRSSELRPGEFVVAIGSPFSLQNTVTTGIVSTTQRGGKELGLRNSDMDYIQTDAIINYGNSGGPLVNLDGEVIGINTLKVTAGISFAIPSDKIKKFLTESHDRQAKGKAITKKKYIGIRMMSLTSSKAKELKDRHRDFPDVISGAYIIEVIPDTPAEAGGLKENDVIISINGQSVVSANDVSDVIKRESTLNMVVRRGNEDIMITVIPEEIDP
# NR1D1 modulator: modulates human Rev-erb alpha binding to DNA; AID 1259318; activity, % at 10 µM; Rev-erbα–FITC-DNA binding, fluorescence polarization, 90 min; 370,000 tested, 0.79% active; P20393;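 active = activity above about 14%, limit read from the data; passing the limit was not always enough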;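 note: 0% = DMSO wells with 35 nM protein and 100% = DMSO wells with 750 nM protein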
# ASAP1 GAP inh: ASAP1 ArfGAP inhibition; inhibition, % at 16.5 µM; Q9ULH1; ASAP1-stimulated ARF1 GTP hydrolysis, GDP FP detection; AID 624377; 360,000 tested, 0.19% active; in the data active = inhibition above about 25%;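 note: 0% = vehicle with enzyme and substrate and 100% = no enzyme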
# mABHD4 FP: inhibitors of mouse ABHD4. 370,000 tested, 0.54% active. Q8VD66. purified mABHD4, FP-Rh probe fluorescence polarization. inhibition, % at 8.92 µM;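 active = inhibition exceeding the mean over every tested compound plus 3 SD, cut at about 30% in these data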;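 note: 0% = plate median of compound wells and 100% = S159A mutant with DMSO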
# Target sequence (Q8VD66 whole entry, looked up): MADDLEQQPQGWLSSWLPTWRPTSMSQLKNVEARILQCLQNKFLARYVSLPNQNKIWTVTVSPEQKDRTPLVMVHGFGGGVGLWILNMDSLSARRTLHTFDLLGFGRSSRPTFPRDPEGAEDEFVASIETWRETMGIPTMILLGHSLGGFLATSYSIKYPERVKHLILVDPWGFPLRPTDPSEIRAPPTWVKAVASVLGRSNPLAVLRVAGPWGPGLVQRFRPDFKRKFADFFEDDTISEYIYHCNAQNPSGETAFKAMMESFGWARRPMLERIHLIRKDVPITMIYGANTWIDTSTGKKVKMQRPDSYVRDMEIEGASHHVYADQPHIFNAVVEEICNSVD
#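 Doses – 8.92 µM, single dose · Material – wild-type mouse ABHD4 protein · Replication – single well per compound (singlicate) · Measure – percent inhibition of probe binding, normalized to plate controls · Schedule – 45 min compound pre-incubation plus 60 min probe step, 25 °C · Detection – fluorescence polarization with parallel and perpendicular emission, 525/598 nm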
# GC-A act: GC-A (human) enzyme activation; P16066; HEK293 GC-A cells, cGMP TR-FRET, EC30 ANP; 0% at EC30 ANP, 100% saturating ANP; activation, % at 10 µM; 370,000 tested, 0.14% active; in the data active = activation above about 40%
# SMARCA2 act: SMARCA2 function activation, primary screen | MG213 cells, MMTV-luciferase reporter, dexamethasone, overnight | activation, % at 9.1 µM | 370,000 tested, 1% active | AID 652017; in the data active = activation above about 7.8%;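 note: 0% = vehicle wells and 100% = reference activator wells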
# PG9 Ab binder: small molecules binding HIV-1 gp120 antibody PG9 | AID 624416 | TR-FRET gp120-PG9 antibody binding | inhibition, % at 6.7 µM | 360,000 tested, 0.43% active; in the data active = inhibition above about 8.5%
# ARFGAP1 inhibitor: inhibits rat ARF GTPase activating protein 1 | 360,000 tested, 0.26% active | Arfgap1-stimulated ARF1 GTP hydrolysis, GDP FP detection | inhibition, % at 16.5 µM | Q62848;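 active = inhibition above a per-plate limit, mean inhibition of low control wells plus 3 SD, cut at about 25% in these data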;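 note: 0% = DMSO wells with enzyme and 100% = wells lacking Arfgap1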
# Target sequence (Q62848 1-136 limits assumed): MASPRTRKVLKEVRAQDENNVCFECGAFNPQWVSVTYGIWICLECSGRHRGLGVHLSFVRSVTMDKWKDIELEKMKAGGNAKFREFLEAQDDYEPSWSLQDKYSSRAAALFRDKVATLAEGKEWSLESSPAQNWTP
#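 Material: rat Arfgap1 catalytic domain, aa 1-136; also added: human ARF1(Δ1-17)-GTP substrate; compound dosing: one concentration, 16.5 µM, DMSO 1.26%; incubation: GTP hydrolysis reaction 2 h at 25 °C; measured by: Tracer-displacement fluorescence polarization with EDTA stop, 620/688 nm; evaluation: % inhibition from polarization; repeats: one replicate per compound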
# rCAG RNA binder: binds r(CAG) RNA repeats | AID 651821 | 370,000 tested, 1.3% active | inhibition, % at 3 µM | r(CAG) RNA repeat, TO-PRO-1 dye displacement fluorescence;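 active = inhibition above the plate cutoff, the mean of all test compounds on that plate plus 3 SD, cut at about 35% in these data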;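 note: 0% = DMSO alone and 100% = 100 µM mitoxantrone as full dye displacement; higher means more dye released from RNA so lower well fluorescence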
# NPR2 activator: GC-B (human) receptor activation; HEK293-GC-B cells, CNP EC30, cGMP TR-FRET; 0% at EC30 CNP, 100% saturating CNP; activation, % at 10 µM; 370,000 tested, 0.11% active;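 active = activation at 10 µM reaching about 35% in either raw or pattern-adjusted values, limit read from the data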
# Active calls of the source: *; . = no result given.
SMILES,HTRA1 inh,NR1D1 modulator,ASAP1 GAP inh,mABHD4 FP,GC-A act,SMARCA2 act,PG9 Ab binder,ARFGAP1 inhibitor,rCAG RNA binder,NPR2 activator
O=C(Nc1nnc(-c2ccccc2F)s1)C1CCCO1 (stereo unspecified),4.0,-4.0,6.8,2.0,2.2,5.1,-0.3,-2.5,1.4,-1.7
Cc1c(C(=O)OC2CCCC2)[nH]c2c1C(=O)CC(c1ccco1)C2 (stereo unspecified),-6.8,-5.0,-9.4,9.6,-7.5,-3.0,0.2,-3.6,12.2,-6.2
O=C(Nc1nnc(Cc2ccccc2)s1)c1cccs1,3.2,13.9,8.5,-0.9,1.2,2.7,1.8,-0.1,2.2,4.5
C/C(=N/NC(=O)c1cccs1)c1ccco1,-1.3,3.0,8.4,-6.2,1.6,5.2,-1.4,-6.6,1.3,0.0
CCOc1cc(C(=O)Nc2ccc(S(=O)(=O)Nc3nnc(CC)s3)cc2)cc(OCC)c1OCC,-16.0,-2.4,5.5,-54.2,1.4,5.8,-3.6,-4.9,63.2*,0.3
CCc1c(C)c2ccc(O)c(CN(C)C)c2oc1=O,2.2,-6.7,-0.7,6.0,5.6,-4.0,0.3,16.6,5.5,0.9
NC(=O)[C@@H]1CC2(CC(c3cccc(NC(=O)[C@@H]4CCC(=O)N4)c3)=NO2)CN1C(=O)Cc1ccc([N+](=O)[O-])cc1 (stereo partly specified),0.9,2.6,15.9,5.9,0.5,0.1,0.2,-9.3,1.6,5.5
CC(NC(N)=O)C(=O)OCC(=O)c1ccc(-c2ccccc2)cc1 (stereo unspecified),-12.0,-0.4,1.1,-12.5,4.4,-2.3,-2.5,-15.3,1.0,-2.5
CCOc1ccc(Nc2nc(Cc3nnc(SCC(=O)NCc4ccco4)n3CC)cs2)cc1,2.1,4.1,-6.0,6.3,-0.5,2.5,-0.1,-2.7,10.8,-1.8
COc1ccccc1-c1cnc(C(O)c2ccc(C)c(F)c2)[nH]1 (stereo unspecified),.,4.7,-1.1,-0.5,0.9,1.6,1.4,11.8,2.6,-0.3
COc1cccc(N2C(=O)C3CCCN3C2c2ccc(F)cc2)c1 (stereo unspecified),-15.5,7.0,-2.7,-9.3,-1.0,-2.9,-0.1,7.2,0.9,-6.9
CN1CCN(c2nc(-c3cc4ccccc4o3)cs2)CC1,5.3,1.6,-13.7,3.4,-1.7,1.6,-0.1,-1.2,-5.1,0.7
Cc1cc(CN2CCCC(N3CCc4ccccc4C3)C2)cc(C)c1O (stereo unspecified),1.7,-1.1,3.2,-10.1,-0.2,5.3,-1.0,-0.7,-3.8,4.7
COc1ccc(NC(=O)CN2C(=O)NC(C)(c3ccccc3)C2=O)cc1Cl (stereo unspecified),-4.5,-2.9,1.5,4.8,4.8,1.7,1.2,-2.3,1.9,8.3
CN1CCC(=NNC(=O)C(=O)NCc2ccccc2)CC1,-3.3,2.9,-20.6,-12.2,3.7,-0.1,-3.5,0.2,-0.9,-8.0
Cc1ccc(Cl)cc1NC(=O)N[C@@H](C)C(=O)O,0.1,-3.2,-4.7,8.4,-3.3,-0.6,-1.3,-17.4,0.8,-4.0
O=S(=O)(C=C(c1ccccc1)c1ccccc1)c1ccccc1,-24.2,1.1,1.9,-6.2,-4.2,-2.0,1.6,-4.0,-4.9,-8.7
O=C(COc1ccc(S(=O)(=O)N2CCCC2)cc1)N1CCCCC1,6.8,6.7,-1.5,10.7,0.9,-0.4,0.9,1.8,0.2,1.6
CCCC(=O)NC(=S)Nc1ccc(Cl)cn1,-3.5,-5.5,10.6,-0.3,0.3,5.6,-1.7,-4.8,-2.2,-0.8
O=c1c2ccccc2c(C=NCCCN2CCOCC2)c(O)n1Cc1ccccc1,-6.4,-0.5,-6.3,8.8,0.0,0.8,-1.7,13.9,-6.1,0.0
O=C(c1cccc(F)c1)N1CCN(CC2CC3C=CC2C3)CC1 (stereo unspecified),2.9,-6.7,8.4,5.9,4.8,-0.1,-1.3,8.5,-9.1,4.0
COc1ccccc1C(=O)N=Nc1c(O)[nH]c2ccc([N+](=O)[O-])cc12,4.9,-29.8,11.2,13.4,-0.6,1.7,-3.1,-5.1,9.5,-12.2
Cc1ccc(NC(=O)N2CCCCCC2)cc1,5.8,-4.8,3.3,-2.2,1.8,1.8,0.2,7.3,-2.1,1.8
Cc1ccc(C(=O)N2CCN(c3ccc(Cl)cc3)CC2)cc1,-5.7,1.6,-10.7,6.9,4.6,-1.6,1.3,-5.2,-8.5,0.6
Cc1ccc(-c2cccc(C3CC=CC4C3C(=O)N(Cc3ccccc3)C4c3cc(C)ccc3F)c2)cc1 (stereo unspecified),-24.6,-2.0,-14.0,3.6,1.0,0.7,-0.8,3.8,5.9,5.8
COCCNC(=O)CSc1nc2nc(C)cc(C)n2n1,0.8,6.0,6.2,5.4,2.1,-2.7,-1.2,1.4,-0.6,5.2
CC(=O)c1cc(-c2ccccc2)[nH]c1N1CCCC1,3.5,4.1,20.8,6.4,-4.5,2.5,-2.9,3.5,-1.5,5.0
CCOC(=O)C1CCCN(c2oc(-c3ccc(OC)cc3)nc2C#N)C1 (stereo unspecified),-18.5,-1.8,5.1,1.0,7.0,-2.2,-0.3,-0.8,-8.4,-4.2
CCOc1ncccc1C(=O)OCC(=O)NCc1ccccc1,0.3,-0.2,3.2,2.2,-2.4,-1.3,0.6,-5.7,-0.2,12.3
O=C(COc1ccc2ccccc2c1)NCCc1ccc2c(c1)OCCO2,-30.9,4.0,7.5,-6.8,2.3,-1.4,-1.6,-7.0,1.5,4.1
Cc1cc(=O)oc2cc(OC(C(=O)O)c3ccccc3)ccc12 (stereo unspecified),-8.0,-2.8,-5.3,-2.8,1.8,0.2,0.7,3.0,1.1,1.8
COC(=O)c1ccccc1NC(=O)CSc1nnc(COc2cccc(OC)c2)n1C,0.1,-0.5,2.1,0.4,-4.4,-1.4,0.8,6.5,-6.6,-15.4
Cc1occc1C(=O)N1CCCC(N2CCN(c3ccccc3F)CC2)C1 (stereo unspecified),8.0,2.8,-6.1,-2.0,1.1,1.9,-1.0,13.1,-3.5,2.4
COc1ccc(NC2=Nc3cccc4cccc2c34)cc1OC,-6.7,6.4,5.3,5.5,1.9,-0.8,-10.6,1.3,-1.8,-1.4
CCOC(=O)c1c(O)c2c([nH]c1=O)CCCC2,5.0,-1.9,0.7,1.7,2.2,6.0,-0.8,6.6,1.3,7.1
CC(C)C(=O)N=C1SC2CS(=O)(=O)CC2N1Cc1ccccc1 (stereo unspecified),-2.5,0.3,-5.2,-1.8,-8.8,2.1,-0.9,-6.8,-1.4,-12.5

# Single entries from the results shown:
# Entry for `COc1ccc(NC2=Nc3cccc4cccc2c34)cc1OC` under ARFGAP1 inhibitor: 1.3
# Entry for `O=C(COc1ccc2ccccc2c1)NCCc1ccc2c(c1)OCCO2` under SMARCA2 act: -1.4

# Further compounds:
SMILES,HTRA1 inh,NR1D1 modulator,ASAP1 GAP inh,mABHD4 FP,GC-A act,SMARCA2 act,PG9 Ab binder,ARFGAP1 inhibitor,rCAG RNA binder,NPR2 activator
CC1=C(C(=O)c2ccccc2)C(c2cn(-c3ccccc3)nc2-c2ccc(Cl)cc2)NC(=S)N1 (stereo unspecified),-79.5,-2.3,0.5,-4.1,-2.5,-0.9,0.4,6.4,19.6,-0.6
O=C(N=Nc1c(O)[nH]c2ccc(F)cc12)c1ccc(NS(=O)(=O)c2cccs2)cc1,1.7,-25.7,6.3,15.4,-6.5,0.2,0.0,1.8,4.7,-4.4
COc1ccc(OC)c(S(=O)(=O)N2CCN(c3ccccc3)CC2)c1,-1.2,-4.7,9.8,-7.9,-8.2,-1.6,-0.8,2.4,-5.3,-6.6
COc1ccc(S(=O)(=O)N2CCC3(CC2)OCCO3)cc1,2.5,3.1,3.8,-2.6,5.0,0.5,-0.6,6.5,-3.1,-4.2
CC(=O)NC(Cc1ccc(F)c(F)c1)C(=O)NC1CCN(C(=O)c2ccc(C)cc2)CC1 (stereo unspecified),-1.7,-0.5,-7.5,1.5,5.4,1.0,0.4,7.9,-9.5,1.1
O=C(c1cnn(C(=O)COc2ccc(Cl)cc2)c1)c1ccccc1O,-4.9,-1.3,1.4,3.3,2.9,-1.6,-1.1,10.4,1.9,-11.5
O=C(O)CC(C(=O)Nc1ccc(Cl)cc1Cl)C1CCCO1 (stereo unspecified),6.3,-0.1,-0.8,1.4,6.7,3.2,-1.6,4.4,-0.7,-2.3
CCc1ccc(C(=O)C(C)OC(=O)CN2C(=O)NC3(CCCC3)C2=O)cc1 (stereo unspecified),-3.0,-1.9,-0.3,2.4,-1.5,-0.9,-1.0,2.1,-3.0,0.3
CCC1(C)Cc2c(C#N)c(N)sc(=S)c2CO1 (stereo unspecified),9.9,-4.5,2.1,3.8,1.7,3.4,-1.3,5.2,9.3,3.2
Cc1onc(-c2ccccc2)c1C(=O)OCC(=O)Nc1ccc(OC(F)(F)F)cc1,-38.0,0.2,6.0,-35.9,-3.1,-4.6,0.0,5.7,1.8,-5.4
CCOc1ccc(S(=O)(=O)N(C)CC(=O)NCc2ccccn2)cc1Cl,4.8,1.7,2.6,0.4,-3.3,0.7,-1.2,-6.5,-1.9,5.3
CC(=O)N1N=C(c2cccnc2)OC1c1ccc(C(C)C)cc1 (stereo unspecified),1.9,-7.4,2.5,0.9,-3.1,1.1,0.3,-3.3,0.0,0.2
Cc1ccnc(NC(=S)N2CCC(Nc3cccc(C(F)(F)F)c3)CC2)c1,.,-6.3,.,0.2,1.6,.,.,.,.,-10.2
CC(C)(C)c1ccc(S(=O)(=O)Nc2cccc(C3OCCCO3)c2)cc1,-7.0,-2.1,-3.2,-5.9,2.6,-3.7,1.1,-1.5,-1.2,1.0
CN(C)C(=O)CS(=O)(=O)c1ccc(Cl)cc1,-1.4,-2.7,-9.2,-0.5,5.6,0.1,0.0,0.5,-1.3,-0.4
Cc1ccc(S(=O)(=O)NCCC(=O)OC(C)C(=O)NC2CC2)cc1 (stereo unspecified),-0.7,0.1,1.7,2.5,0.2,-1.6,1.7,-1.3,-5.1,6.0
C[C@@H]1CN([C@@H](C)CO)C(=O)c2cc(Br)cnc2O[C@H]1CN(C)Cc1cccc(C(=O)O)c1,10.3,2.9,0.5,-0.6,-0.5,-0.7,0.7,-18.1,3.6,2.1
O=C(/C=C/c1cc2ccccc2o1)c1ccccc1O,-14.9,-0.9,10.8,2.0,-0.4,5.9,-0.7,3.0,2.7,-3.1
CCSCc1nnc(SCC(=O)Nc2cc(F)ccc2C)n1C,0.7,-2.5,12.4,-10.8,-1.1,-1.3,-2.4,-1.9,-2.5,0.2

# 3 entries out of the list, arranged by molecular weight, high to low.
SMILES,HTRA1 inh,NR1D1 modulator,ASAP1 GAP inh,mABHD4 FP,GC-A act,SMARCA2 act,PG9 Ab binder,ARFGAP1 inhibitor,rCAG RNA binder,NPR2 activator
Cc1ccnc(NC(=S)N2CCC(Nc3cccc(C(F)(F)F)c3)CC2)c1,.,-6.3,.,0.2,1.6,.,.,.,.,-10.2
CCSCc1nnc(SCC(=O)Nc2cc(F)ccc2C)n1C,0.7,-2.5,12.4,-10.8,-1.1,-1.3,-2.4,-1.9,-2.5,0.2
O=C(/C=C/c1cc2ccccc2o1)c1ccccc1O,-14.9,-0.9,10.8,2.0,-0.4,5.9,-0.7,3.0,2.7,-3.1
